# TRPC4 inh: inhibitors of mouse TRPC4 channel. Q9QUQ5. HEK293 TRPC4beta/mu-opioid, DAMGO-evoked Fluo4 calcium flux; hits give low values. B-score at 10 µM. actives 0.39% (n = 300,000). AID 2247;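 active means B-score over 3 SD under the library average, no early fluorescence shift, positive overall ratio signal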
#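 Assay system – HEK293 line stably carrying TRPC4beta and mu-opioid receptor · Doses – single dose · Detection – Fluo4 calcium-dye fluorescence, kinetic read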
# TRPC6 activator: activates the mouse TRPC6 cation channel. actives 0.13% (n = 310,000). AID 2550. HEK293-TRPC6 membrane potential dye fluorescence; hits give high values. Q61143. B-score at 10 µM;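 active means B-score of the integrated fluorescence ratio above library mean plus 3 SD, and starting fluorescence ratio within library mean plus 5 SD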;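 further: higher score means more depolarization so channel activation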
# TRPC6 inhibitor: blocks the mouse TRPC6 cation channel; B-score at 10 µM; HEK293-TRPC6, membrane potential dye, ACh-evoked depolarization; hits give low values; actives 1.1% (n = 310,000);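 active means B-score under library mean minus 3 SD, initial fluorescence not abnormally high, positive integrated signal ratio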;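 further: B-score derived from integrated fluorescence ratio over the kinetic read; more negative B-score means stronger inhibition of depolarization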
# aSyn UTR inh: MLPCN primary screen, SNCA 5' untranslated region; alpha-synuclein 5'UTR reporter, inhibitor activity; actives 0.82% (n = 300,000); inhibition, % (tested at 7.5 µM); AID 1813; in the data active means inhibition above about 60%;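 further: H4 neuroglioblastoma cells stably carrying SNCA 5'UTR luciferase fusion; 0% = DMSO wells and 100% = positive control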
# TRPC4 PAM: allosteric potentiators of mouse TRPC4 channel; Q9QUQ5; HEK293 TRPC4beta/mu-opioid, DAMGO EC20, Fluo-4 Ca2+ flux; hits give high values; actives 0.42% (n = 310,000); B-score at 10 µM;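 active means B-score of calcium response area above 5 SD of library B-scores, with initial fluorescence ratio within 5 SD of library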;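 further: B-score of integrated fluorescence ratio over time as area under calcium response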
# TRPC4 act: TRPC4 (mouse) channel activation; Q9QUQ5; HEK293 TRPC4beta/mu-opioid, Fluo4 calcium fluorescence; hits give high values; B-score at 10 µM; actives 0.49% (n = 310,000);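 active means B-score above 5 SD of library B-scores, and initial fluorescence ratio not above library mean plus 5 SD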;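 further: positive B-score marks a calcium rise read as TRPC4 activation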
#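 Material: TRPC4beta and mu-opioid receptor HEK293 stable cells | Incubation: 45 min room-temperature Fluo4 loading, 110 s read | Detection: Kinetic Fluo4 calcium fluorescence | Measure: Integrated baseline-normalised fluorescence ratio, converted to per-well B score | Benchmarks: Low control buffer alone, high control maximal DAMGO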
# HIF act: HIF pathway transcriptional activation; AID 1910; U2OS HRE-luciferase reporter, luminescence; normalized: DMSO 0%, desferrioxamine 100%; activation, % at 7.5 µM (by protocol); actives 0.32% (n = 300,000);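 active means mean activation of at least 10% of the iron chelator positive control signal, with at least half of replicates also reaching 10%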
# SKKanGAS inh: SKKanGAS growth inhibition | S. pyogenes SKKanGAS, kanamycin growth, BacTiter-Glo, 6 h | inhibition, % at 7.5 µM | actives 1.3% (n = 300,000);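 active means mean replicate score, as percent of positive control median, at least 50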;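 further: strain carries kanamycin resistance gene driven by streptokinase promoter and grows in 40 µg/ml kanamycin; loss of luminescence reflects streptokinase promoter inhibition or plain growth inhibition; 0% = median of DMSO wells and 100% = positive control at its reference dose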
# KLF5 inhibitor: inhibitors of KLF5 expression; AID 1700; inhibition, % at 5 µM; DLD-1 KLF5 promoter-luciferase reporter, luminescence; actives 0.23% (n = 290,000);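 active means inhibition above a per-plate limit of that plate's mean compound inhibition plus 3 SD, cut at about 60% in these data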;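 further: 0% = DMSO wells and 100% = LY294002 at 200 µM; higher means less KLF5 promoter-driven luciferase light; inactives centre near -14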
# IEC-6 cytotox: IEC-6 cytotoxicity, counter-screen for KLF5 inhibitors | luminescence viability | inhibition, % at 5 µM | actives 0.78% (n = 290,000); in the data active means inhibition above about 22%;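 further: 0% = plate median of test compound wells and 100% = cytotoxic reference compound wells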
# MrgX1 antagonist: blocks BAM8-22 activation of human MrgX1 receptor; Q96LB2; MRGX1-HEK293 calcium flux, Fluo-4, BAM8-22 antagonism; hits give low values; B-score at 10 µM; AID 588676; actives 1.3% (n = 310,000);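 active means calcium-response B-score plate-corrected more than 3 library SD below zero, starting fluorescence within 5 deviations, no agonist response on first addition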;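 further: peak minus trough fluorescence over baseline after final BAM8-22 challenge near maximal dose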
# Target sequence (Q96LB2 whole entry, looked up): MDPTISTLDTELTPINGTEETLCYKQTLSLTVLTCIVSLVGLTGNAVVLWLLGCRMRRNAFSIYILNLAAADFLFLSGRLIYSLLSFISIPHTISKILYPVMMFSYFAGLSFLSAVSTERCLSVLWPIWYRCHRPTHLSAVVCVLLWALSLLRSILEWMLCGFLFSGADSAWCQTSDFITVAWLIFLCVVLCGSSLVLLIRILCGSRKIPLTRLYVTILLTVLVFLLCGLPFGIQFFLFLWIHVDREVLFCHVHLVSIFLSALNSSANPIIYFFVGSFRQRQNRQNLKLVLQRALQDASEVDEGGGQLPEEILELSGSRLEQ
# The depositor's hits bear a star; i = inactive; / = no result given.
nr	smiles	TRPC4 inh	TRPC6 activator	TRPC6 inhibitor	aSyn UTR inh	TRPC4 PAM	TRPC4 act	HIF act	SKKanGAS inh	KLF5 inhibitor	IEC-6 cytotox	MrgX1 antagonist
1	CCOc1ccccc1NC(=O)CSc1nnc(CNC(=O)COc2ccc(Cl)cc2)o1	i	i	i	18	i	i	-1.3	-4	-41	-8	i
2	Cc1cccc(-c2nc(CNC(=O)c3ccco3)cs2)c1	i	i	i	-42	i	i	1.2	-7	-49	-2	i
3	O=C(c1ccco1)N1CCN(C(=O)c2cccc3c2C(=O)N(Cc2cccnc2)C3)CC1	i	i	i	-16	i	i	-0.1	0	-25	-8	i
4	CC/C(=N\NC(=O)CCC(=O)NCc1ccccc1)c1ccc(O)cc1	i	i	i	-28	i	i	-0.1	4	-10	-5	i
5	Cc1ccc(C(=O)Nc2ccc(Nc3ccccc3)cc2)cc1Br	i	i	i	-60	i	i	0.7	3	/	/	i
6	CCS(=O)(=O)NCCNc1ccc([N+](=O)[O-])cc1	i	i	i	-29	i	i	0.0	-3	-2	0	i
7	CC(C)Cc1ccc(S(=O)(=O)N2CCCC2)cc1	i	i	i	4	i	i	0.3	-8	-33	-3	i
8	O=S(=O)([N-]c1nc2ccccc2nc1-[n+]1ccc(CCCc2ccccc2)cc1)c1cccs1	i	i	i	-7	i	i	-0.4	8	-8	2	i
9	C[C@H]1CN=C(Nc2ccccc2)N1CC1CCCCC1	i	i	i	0	i	i	-0.3	1	-23	2	i
10	CN(/N=C/c1ccncc1)C1=NS(=O)(=O)c2ccccc21	i	i	i	-7	i	i	0.6	-9	-1	-10	i
11	N#Cc1ccc(OCC(O)CS(=O)(=O)c2ccc(F)cc2)cc1 (stereo not drawn)	i	i	i	-10	i	i	-0.4	-25	-40	3	i
12	CC1CCN(C(=O)CCCC(=O)N2CCC(C)CC2)CC1	i	i	i	3	i	i	0.2	-4	-22	2	i
13	COc1cccc(C2C(C(=O)c3cccs3)=C(O)C(=O)N2CCN2CCOCC2)c1 (stereo not drawn)	i	i	i	16	i	i	-0.5	2	-10	-4	i
14	COc1ccc(S(=O)(=O)NCC2CCCN(C(=O)CCC(F)(F)F)C2)cc1 (stereo not drawn)	i	i	i	10	i	i	-0.6	1	-23	2	i
15	Cc1occc1C(=O)NNC(=O)Cc1ccccc1	i	i	i	2	i	i	0.1	-5	-46	-6	i

# Results in sequence from above:
# Nos. 10 to 13 in SKKanGAS inh, in turn: -9, -25, -4, 2

# (list continues)
nr	smiles	TRPC4 inh	TRPC6 activator	TRPC6 inhibitor	aSyn UTR inh	TRPC4 PAM	TRPC4 act	HIF act	SKKanGAS inh	KLF5 inhibitor	IEC-6 cytotox	MrgX1 antagonist
16	COc1ccc(C)c(S(=O)(=O)Nc2ccc(OCC(=O)O)cc2)c1	i	i	i	14	i	i	-0.2	0	5	-2	i
17	COC(=O)C1=C(C(=O)OC)[C@@H]2Nc3ccccc3[C@@]23C[C@@H](C(=O)OC)N(C(=O)COCc2ccccc2)C3=N1	i	i	i	-37	i	i	-1.9	-1	/	/	i
18	O=C(CSc1ccc(-c2nc3ccccc3[nH]2)cn1)Nc1ccc(S(=O)(=O)N2CCCC2)cc1	i	i	i	18	i	i	0.0	20	26	12	i
19	CCOC(=O)CC(=O)CSc1nc2c(sc(=S)n2-c2ccc(OCC)cc2)c(=O)[nH]1	i	i	i	9	i	i	-0.1	29	6	1	i
20	Cc1c(N=C2SC(CC(=O)Nc3ccccc3)C(=O)N2CCN2CCOCC2)c(=O)n(-c2ccccc2)n1C (stereo not drawn)	i	i	i	10	i	i	-0.2	-2	-4	-5	i
21	CCCC12C(=O)C(C)(C(c3ccccc3)=C1c1ccccc1)C1C(=O)N(c3ccc(C)cc3)C(=O)C12 (stereo not drawn)	i	i	i	24	i	i	-0.1	-10	-15	0	i
22	CC(=O)Nc1ccc(NC(=O)CN(c2cccc([N+](=O)[O-])c2)S(C)(=O)=O)cc1	i	i	i	69*	i	i	0.5	-20	-10	-7	i
23	CC1CCCC(NC(=O)COC(=O)c2cc(S(=O)(=O)N3CCCCC3)ccc2N2CCOCC2)C1C (stereo not drawn)	i	i	i	3	i	i	-0.2	0	-12	-4	i
24	CCCCn1nnnc1SCC(=O)N1CCOCC1	i	i	i	1	i	i	-0.4	-3	-7	4	i
25	COCc1nnc(NC(=O)c2ccc(OC)cc2OC)s1	i	i	i	-38	i	i	1.0	-4	-112	8	i
26	CCC(=O)N1CCc2cc(-c3csc(NC(=O)c4ccco4)n3)ccc21	i	i	i	-77	i	i	4.2	19	-15	8	i
27	Cc1nc2c(C(=O)O)cnn2c(C)c1Cc1ccccc1F	i	i	i	19	i	i	0.1	4	/	/	i
28	O=C(Nc1ccccc1-c1ccccc1)c1ccc(NC(=O)c2ccco2)cc1	i	i	i	-19	i	i	0.2	-2	-14	3	i
29	O=S(=O)(NCCCc1ccccc1)c1ccc(F)c(F)c1	i	i	i	13	i	i	-0.5	2	-18	5	i
30	COc1ccc(NC(=O)C2CCN(S(=O)(=O)c3cccc4nonc34)CC2)cc1OC	i	i	i	14	i	i	-0.3	0	-15	3	i
31	Cc1nc(Sc2nnnn2-c2ccccc2)c(C#N)c(C)c1C	i	i	i	6	i	i	0.1	-1	4	3	i
32	Nc1c(Cl)ncnc1NCc1cccnc1	i	i	i	9	i	i	0.0	1	-39	-2	i
33	CN1CCC(N(C)C(=S)Nc2ccc(F)cc2)CC1	i	i	i	-15	i	i	-0.3	5	14	-3	i
34	O=C1N=C2SCCN2/C1=C\c1ccccc1Cl	i	i	i	-33	i	i	-0.1	-1	-29	-2	i
35	CC(c1ccccc1)n1c(-c2ccncc2)n[nH]c1=S (stereo not drawn)	i	i	i	5	i	i	-0.2	14	-16	2	i
36	CN(C)S(=O)(=O)c1cccc(NC(=O)CN2C(=O)NC(Cc3c[nH]c4ccccc34)C2=O)c1 (stereo not drawn)	i	i	i	37	i	i	-0.2	5	-1	5	i
37	O=C(NCc1ccco1)c1ccccc1	i	i	i	-2	i	i	0.3	1	-21	-1	i
38	Cc1ccc(C2=NCCNC2=O)c(C)c1	i	i	i	9	i	i	-0.5	0	-18	3	i
39	O=C(CSc1nc2ccccc2s1)c1cc2ccccc2o1	i	i	i	5	i	i	0.4	15	-20	0	i
40	CCOc1ccccc1CNS(=O)(=O)c1ccc2[nH]c(=O)sc2c1	i	i	i	19	i	i	-0.5	-7	-17	1	i
41	O=C(/C=C1\SC(=O)NC1=O)Nc1ccc(C(=O)O)cc1	i	i	i	-11	i	i	-1.1	-2	-5	2	-10*
42	c1ccc(-n2c(-c3ccco3)nnc2-c2ccco2)cc1	i	i	i	23	i	i	-0.4	-5	-47	5	i
43	O=C(CS(=O)CC(=O)N(CC(=O)NC1CCCC1)C1CCCC1)Nc1ccc(F)cc1 (stereo not drawn)	i	i	i	9	i	i	-0.2	-1	-16	-4	i
44	Cc1oc2ccc(OCc3cccc(Cl)c3)cc2c1C(=O)O	i	i	i	13	i	i	-0.4	-19	1	6	i
45	COc1cccc(NC(=O)CN2CCN(c3nc(-c4cccc(OC)c4)cs3)CC2)c1	i	i	i	5	i	i	-0.1	23	-39	0	i
46	O=C(Nc1ccc2c(c1)OCO2)c1cnn2c1NC(c1ccco1)CC2C(F)(F)F (stereo not drawn)	i	i	i	10	i	i	-1.1	5	-17	-9	i
47	COc1ccc(/C=C/C(=O)NCCn2c(C)cc3ccccc32)cc1OC	i	i	i	21	i	i	-0.3	-3	5	1	i
48	CCOC(=O)C1Nc2ccc(OC(F)(F)F)cc2C2C=CCC12 (stereo not drawn)	/	i	i	-12	i	i	-0.1	17	/	/	i
49	CC(C)(C)OC(=O)N1CCCN(C(=O)Nc2ccccc2)CC1	i	i	i	5	i	i	-0.8	3	10	-1	i
50	C=CCOc1cccc(C(=O)/C=C2/C(=O)Nc3ccccc32)c1	i	i	i	11	i	i	-2.3	4	-15	6	i

# Grouped by structure, the compounds so far with a halogen (13)
nr	smiles	TRPC4 inh	TRPC6 activator	TRPC6 inhibitor	aSyn UTR inh	TRPC4 PAM	TRPC4 act	HIF act	SKKanGAS inh	KLF5 inhibitor	IEC-6 cytotox	MrgX1 antagonist
1	CCOc1ccccc1NC(=O)CSc1nnc(CNC(=O)COc2ccc(Cl)cc2)o1	i	i	i	18	i	i	-1.3	-4	-41	-8	i
5	Cc1ccc(C(=O)Nc2ccc(Nc3ccccc3)cc2)cc1Br	i	i	i	-60	i	i	0.7	3	/	/	i
11	N#Cc1ccc(OCC(O)CS(=O)(=O)c2ccc(F)cc2)cc1 (stereo not drawn)	i	i	i	-10	i	i	-0.4	-25	-40	3	i
14	COc1ccc(S(=O)(=O)NCC2CCCN(C(=O)CCC(F)(F)F)C2)cc1 (stereo not drawn)	i	i	i	10	i	i	-0.6	1	-23	2	i
27	Cc1nc2c(C(=O)O)cnn2c(C)c1Cc1ccccc1F	i	i	i	19	i	i	0.1	4	/	/	i
29	O=S(=O)(NCCCc1ccccc1)c1ccc(F)c(F)c1	i	i	i	13	i	i	-0.5	2	-18	5	i
32	Nc1c(Cl)ncnc1NCc1cccnc1	i	i	i	9	i	i	0.0	1	-39	-2	i
33	CN1CCC(N(C)C(=S)Nc2ccc(F)cc2)CC1	i	i	i	-15	i	i	-0.3	5	14	-3	i
34	O=C1N=C2SCCN2/C1=C\c1ccccc1Cl	i	i	i	-33	i	i	-0.1	-1	-29	-2	i
43	O=C(CS(=O)CC(=O)N(CC(=O)NC1CCCC1)C1CCCC1)Nc1ccc(F)cc1 (stereo not drawn)	i	i	i	9	i	i	-0.2	-1	-16	-4	i
44	Cc1oc2ccc(OCc3cccc(Cl)c3)cc2c1C(=O)O	i	i	i	13	i	i	-0.4	-19	1	6	i
46	O=C(Nc1ccc2c(c1)OCO2)c1cnn2c1NC(c1ccco1)CC2C(F)(F)F (stereo not drawn)	i	i	i	10	i	i	-1.1	5	-17	-9	i
48	CCOC(=O)C1Nc2ccc(OC(F)(F)F)cc2C2C=CCC12 (stereo not drawn)	/	i	i	-12	i	i	-0.1	17	/	/	i

# Screening results as filed in PubChem BioAssay.
